Bioassay records (PubChem BioAssay)
AID inhibitor = activation induced cytidine deaminase inhibition | AID deamination FRET fluorescence, UDG-coupled, 4 h | 91,000 compounds, 0.32% hits | AID 1347428 | Potency, µM (titrated, usually from 115 µM), for the others: top-dose activity change, negative = inhibition, usual class: inhibitors; also: nearly all actives have a fitted effect of over 25% in size
Target sequence (Q9GZX7 whole entry, looked up): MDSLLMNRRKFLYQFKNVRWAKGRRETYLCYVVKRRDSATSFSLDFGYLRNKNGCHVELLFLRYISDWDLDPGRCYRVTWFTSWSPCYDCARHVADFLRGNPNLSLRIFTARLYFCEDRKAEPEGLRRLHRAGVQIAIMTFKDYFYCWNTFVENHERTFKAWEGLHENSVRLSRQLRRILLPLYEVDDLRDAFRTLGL
UDG counter = blocks uracil-DNA glycosylase in AID counter-screen; Potency, µM (series often up to 115 µM), inactives show top-dose activity change, negative = inhibition, most hits filed as inhibitors; 91,000 compounds, 0.14% hits; FRET deamination/UDG coupled assay, UDG read, 4 h; AID 1347430; also: nearly all actives have a fitted effect of over 65% in size
Active calls of the source: *; ? = inconclusive; [ ] = another dose, or the depositor's remark. Calls follow the shape of the dose curve; as a rule, active = well fitted curve in the direction sought with a large enough effect; inconclusive = small, poorly fitted or top-dose-only effect, or another doubt; inactive = no such curve, though single readings can be large; an effect the other way counts as inactive or inconclusive. % is scaled to controls: 0 for no effect and ±100 for the full control effect; potency is read from the fitted curve at half-maximal effect. An excerpt; rates above refer to the full screens.

SMILES	AID inhibitor	UDG counter
Cc1ccc(C)c(NC(=O)/C(C#N)=C/c2ccccc2OC(F)F)c1	-13.4%	-1.2%
O=C(CSCc1cccc(F)c1)NCc1ccccc1	2.9%	16.7%
Cc1ccc(C)c(C(=O)CCC(=O)NC23CC4CC(CC(C4)C2)C3)c1	-12.8%	-8.3%
Cn1c(=O)c2[nH]c(CN3CCN(c4ccccc4)CC3)nc2n(C)c1=O	-3.1%	-3.8%
Cc1ccccc1C1C=C(c2ccccc2)OC(c2ccccc2)=C1C=O (stereo not drawn)	-11.8%	-5.8%
C/C(CC(=O)Nc1cc(Cl)cc(Cl)c1)=N\NC(=O)c1cccnc1	8.1%	-6.6%
COc1ccccc1NC(=O)c1cc2c(=O)n(Cc3cccs3)ccc2nc1C	-6.7%	-5.6%[57.5 µM]
COc1cc(C2CC(=O)Nc3nc(-c4ccccc4)[nH]c(=O)c32)ccc1OCc1cccc(Cl)c1 (stereo not drawn)	8.0%	-2.8%
CCCCC(=O)Oc1ccc(C2C3=C(CC(C)(C)CC3=O)OC3=C2C(=O)CC(C)(C)C3)cc1OC	-0.2%	7.9%
CCOc1cccc(C(=O)N(Cc2ccc(N(C)C)cc2)CC2CCCO2)c1 (stereo not drawn)	-20.3%	1.8%
Cc1cccc(CN2C(=O)c3ccccc3Sc3ccc(C(=O)NC4CCCCC4)cc32)c1	-22.1%	-3.5%
CCOc1ccccc1/C=C1\Oc2cc(OS(C)(=O)=O)ccc2C1=O	-6.6%	0.5%
CCc1cc(C(N)=O)sc1C	-3.4%	-2.6%
CCc1nc(-c2cc(S(=O)(=O)N3CCN(c4ccccc4F)CC3)ccc2OC)no1	-19.6%	-8.2%
Cc1ccc(-c2cnc(CCC(=O)Nc3ccn(C)n3)o2)cc1	-1.0%	-3.4%
Cc1ccc(S(=O)(=O)[C@H]2CS(=O)(=O)C[C@@H]2NCc2ccccn2)cc1	11.4%	2.3%
O=C(NC1CCCCCC1)c1ccc2c(c1)sc1nc(-c3ccccc3)cn12	-21.3%	-0.1%[57.5 µM]
COc1ccc(C(=O)NCCn2cc(SCC(=O)Nc3cccc(C)c3)c3ccccc32)cc1	-3.6%	9.2%
O=C(C1CC1)N(Cc1ccc2c(c1)CN(S(=O)(=O)c1cc(F)cc(F)c1)CCO2)c1ccccc1	-16.4%	-4.0%
Cc1ccc2c(CNCCc3ccccc3)c(C(=O)O)n(Cc3ccccc3C)c2c1	-1.6%	-3.2%[57.5 µM]
C=CCOc1ccccc1NC(=O)c1ccccc1	-6.0%	-1.6%
Cc1ccccc1CSc1cn(CC(=O)N2CCCCCC2)c2ccccc12	28.6%	-10.7%
C#CCN(CC(=O)NC(=O)NC)C1CCCCC1	-3.4%	4.8%
C=C(C)CN(CC)C(=O)c1scnc1C	-7.7%	-12.7%

Record cards, from the list above. Values in the order: AID inhibitor	UDG counter
Entry for C=CCOc1ccccc1NC(=O)c1ccccc1 → -6.0%	-1.6%
Entry for CCCCC(=O)Oc1ccc(C2C3=C(CC(C)(C)CC3=O)OC3=C2C(=O)CC(C)(C)C3)cc1OC → -0.2%	7.9%
Entry for C/C(CC(=O)Nc1cc(Cl)cc(Cl)c1)=N\NC(=O)c1cccnc1 → 8.1%	-6.6%

(next part)
SMILES	AID inhibitor	UDG counter
O=C(c1cc2c(s1)CCCCCC2)N1CCN(S(=O)(=O)c2ccccc2)CC1	-12.2%	-4.5%
COc1cc(NC(=O)c2ccc(Cn3cc(Cl)cn3)cc2)ccc1OC(F)F	-22.0%	-4.4%
Nc1nc(COC(=O)c2cccc(Cl)c2)nc2ccccc12	-0.5%	-2.5%
OC(CNCc1ccc2ccccc2c1)c1ccccc1 (stereo not drawn)	3.2%	5.3%
COc1ccc(CNC(=O)CC2CCN(C(=O)c3ccc4nc(-c5ccccc5)oc4c3)CC2)cc1	-11.1%	-4.9%
O=C1CSC2(C(=O)Nc3ccccc32)N1c1ccc(Cl)c(Cl)c1 (stereo not drawn)	-0.5%	2.5%
COc1cc(C#N)cc(Cl)c1OC(C)=O	8.4%	6.5%
CC(/C=C/c1cccc(Oc2ccc(F)cc2)c1)N(O)C(N)=O (stereo not drawn)	-2.7%	-1.4%
CSc1ccccc1C(=O)Nc1c(C)cc(C)cc1Cl	-2.7%	-10.4%
O=C(NCCc1c[nH]c2ccccc12)c1ccc(F)cc1F	-1.3%	5.9%
CCOC(=O)c1c(NC(=O)COc2ccccc2)sc(Cc2ccc3c(c2)OCO3)c1C	2.5%	-2.0%
CCC(C)Cn1c(COc2ccc(OC)cc2)nc2ccccc21 (stereo not drawn)	-24.4%	-7.2%
CCc1cc(=O)oc2cc(C)cc(OCC(=O)NCCCN(C)C)c12	2.1%	-10.9%
COc1cc(OC)c(NC(=O)c2noc3c2CSc2ccccc2-3)cc1Cl	11.6%	0.3%[57.5 µM]
Cc1ncsc1C(=O)NCc1ccncc1	14.9%	1.8%
CCN(C(=O)CCS(=O)(=O)c1cc2c(cc1C)NC(=O)CO2)c1cccc(C)c1	36.4%[activator]	15.7%
CCCCCn1c(Br)nc2c1c(=O)n(C)c(=O)n2C	-8.8%	-2.1%
O=C(Nc1ccc(F)cc1)c1ccc(N2C(=O)CCS2(=O)=O)cc1Cl	-4.2%	1.0%
CCC(CC)C(=O)Nc1ccccc1C	-7.4%	2.8%
O=C(Nc1ccc(Cl)c(-c2nc3ccccc3o2)c1)c1ccc(-c2cccc([N+](=O)[O-])c2)o1	?	-10.7%
CCN(Cc1ccccc1)C(=O)CCS(=O)(=O)c1ccc2c(c1)CCN2C(C)=O	21.3%	-1.7%
CCNC(=O)NC(=O)CSc1cc(C)c2ccccc2n1	-4.4%	-4.3%
CCC(C(=O)NCc1ccc2c(c1)CCN2C(=O)c1ccc(F)cc1)c1ccccc1 (stereo not drawn)	3.3%	0.0%
Cc1ccc(NC(=O)c2cnc(SCC(=O)N3CCCc4ccccc43)n(C)c2=O)cc1C	5.8%	-0.8%
COc1cccc2sc(NC(=O)c3ccc(S(=O)(=O)N4CCC(C)CC4)cc3)nc12	4.1%	-0.3%
Cc1oc(-c2ccccc2)nc1C(=O)NCC(C)(C)N1CCOCC1	7.1%	-2.6%
COc1ccc2cnn(CC(=O)Nc3ccc(Oc4ccccc4)cc3)c(=O)c2c1OC	-5.6%	1.9%
CC(C)=CC(=O)Nc1ccc(CC(=O)N2CCOCC2)cc1	5.7%	5.4%
Cc1ccccc1-c1nc(C#N)c(NCC2CCCO2)o1 (stereo not drawn)	-7.1%	-19.8%
Cc1cc(C)nc(CC#N)n1	-5.1%	-14.0%
CCCCOC(=O)c1c(C)oc2c1cc(NS(=O)(=O)c1cc(OC)ccc1OC)c1ccccc12	69.3%[activator]	-8.1%
COCCCn1c(-c2ccc(O)c(OC)c2)nc2c1c(=O)[nH]c(=O)n2CC(C)C	3.0%	1.6%
COc1ccc(CCNC(=O)CCc2c(C)nc3cc(-c4cccc(F)c4)nn3c2C)cc1OC	-8.3%	-11.2%
Cc1ccc(CN2CCCn3nc(C(=O)NCCN(C)C)cc3C2=O)cc1	7.1%	-11.6%
CCOC(=O)c1cnc2c(Cl)c(Cl)ccc2c1NCC(C)O (stereo not drawn)	-8.5%	9.9%
CC(C)(C)C(=O)N(Cc1ccc2cc[nH]c2c1)C1CC1	0.1%	3.3%

Next part; it opens with the three that closed the last part.
SMILES	AID inhibitor	UDG counter
Cc1ccc(CN2CCCn3nc(C(=O)NCCN(C)C)cc3C2=O)cc1	7.1%	-11.6%
CCOC(=O)c1cnc2c(Cl)c(Cl)ccc2c1NCC(C)O (stereo not drawn)	-8.5%	9.9%
CC(C)(C)C(=O)N(Cc1ccc2cc[nH]c2c1)C1CC1	0.1%	3.3%
CC(Cc1cccs1)N(Cc1ccccc1)C(=O)c1cccc(S(=O)(=O)N2CCCC2)c1 (stereo not drawn)	-6.2%	-2.8%
N#CCCn1c(SCC(=O)Nc2ccc(N3CCCCC3)cc2)nc2ccccc21	-2.0%	-3.5%
O=C(CN1C(=O)CCc2cc(S(=O)(=O)N3CCOCC3)ccc21)NCc1ccc(Cl)cc1	-3.3%	7.2%
CC(C)N(Cc1ccccc1)C(=O)COC(=O)c1cc(Cl)ccc1Cl	-18.6%	18.3%
CCC(C)NC(=O)Cn1cnc2sc(C)c(S(=O)(=O)N3CCN(c4ccccc4OC)CC3)c2c1=O (stereo not drawn)	19.9%	5.5%
CCOc1ccc(Nc2nc(-c3ccc(C)c(C)c3)cs2)cc1	-12.7%	1.1%
O=S(=O)(c1ccccc1)n1nc(-c2ccccc2)nc1NCc1ccc(Cl)cc1	-15.4%	-13.0%
CCOC(=O)c1ccc(NC(=O)Cn2cc(C(=O)c3ccc(CC)cc3)c(=O)c3ccc(C)nc32)cc1	5.2%	-7.4%
CCOC(=O)CNC(=O)c1cc(OCC)c(OCC)c(OCC)c1	4.0%	8.0%
CON(C)C(=O)CC1Sc2ccc(Cl)cc2NC1=O (stereo not drawn)	-0.6%	3.3%
Cc1ccc(S(=O)(=O)NCCc2ccc(S(N)(=O)=O)cc2)c(C)c1	1.9%	7.2%
O=C(NCCCOC1CCCCC1)C1CCCO1 (stereo not drawn)	0.6%	1.1%
Cc1ccc(C)c(CN2C(=O)c3ccccc3S(=O)(=O)c3ccc(C(=O)N4CCN(Cc5ccccc5)CC4)cc32)c1	-10.1%	-2.9%
Cc1c(-c2ccccc2)oc2c(C(=O)Nc3ccc(N4CCN(C)CC4)cc3)cccc2c1=O	13.3%	1.7%
COc1ccc(Oc2coc3cc(O)ccc3c2=O)cc1	-5.1%	-15.9%
Cc1ccc2nc(-c3ccncc3)c(Nc3ccccc3C)n2c1	-16.7%	-0.8%
Cc1nn(C)c2c1c(C(F)(F)F)cc(=O)n2C(C)C(=O)NCc1ccccc1 (stereo not drawn)	1.9%	0.0%
Cc1ccc(S(=O)(=O)CCC(=O)Nc2ccc(Br)cc2C)cc1	10.5%	-26.2%
O=C(O)C1C2C=CC(O2)C1C(=O)Nc1cc(C(F)(F)F)ccc1Cl (stereo not drawn)	6.9%	-0.9%
CCOc1ccc(-n2c(SCc3ccccc3)nc3c([nH]c4ccccc43)c2=O)cc1	-3.8%	0.5%
CCCCn1c(N2CCN(CCc3ccccc3)CC2)nc2c1c(=O)[nH]c(=O)n2C	-4.4%	4.9%
Cn1c(=O)c2c(nc(SCC(=O)Nc3ccc(F)cc3F)n2Cc2ccccc2)n(C)c1=O	-4.3%	-13.7%
CCCNc1nc2ccccc2nc1C(=O)Nc1cccc(C)c1C	-8.4%	-0.7%
CCCC1=Nc2cc(C(=O)N3CCC(C)CC3)ccc2Sc2ccc(C)cc21	-12.6%	-17.7%
Oc1c(Cl)cc(Cl)cc1C=Nc1cccc2ccccc12	21.7%	-12.4%
CCNc1nc2c(c(=O)n(C)c(=O)n2C)n1Cc1ccc(F)cc1	1.1%	-14.4%
CCCCc1cc(=O)oc2cc(C)cc(OCC(=O)NCCN3CCOCC3)c12	-4.9%	1.4%
O=C(NCc1ccccc1Cl)c1ccc2nc(Cc3ccccc3)oc2c1	-0.6%	5.7%
CCCCn1cnc2c1c(=O)n(CC(=O)Nc1cccc(Cl)c1)c(=O)n2CCCC	-2.6%	-2.9%
CCOC(=O)CC(NC(=O)Cn1nnc(-c2ccccc2Cl)n1)c1ccc(OC)cc1 (stereo not drawn)	?	4.9%
O=C(CCSCc1cnn(-c2ccccc2)c1-n1cccc1)NCc1ccccc1Cl	?	-15.4%[57.5 µM]
O=C(c1ccccc1)C(Cl)C(c1ccccc1)C1(Cl)CCCCC1=O (stereo not drawn)	-3.9%	7.1%
CCn1nc(C)c2c(-c3ccccc3)cc(=O)n(C(C)C(=O)NCc3ccc(C)cc3)c21 (stereo not drawn)	9.6%	1.8%
CCCCCCCCCCCC(=O)N/N=C/C(C)=C/c1ccc(C(C)(C)C)cc1	-8.1%	-2.7%
CC(C)(C)C(C)(O)C#CCN1CCCC1 (stereo not drawn)	2.5%	-8.3%
COc1ccc(CCC(=O)Oc2ccc3ccc(OC)cc3c2)cc1	1.4%	-2.3%
COC(=O)c1ccccc1-c1ccc(C=C(C#N)C#N)o1	20.4%	0.4%
CCc1sc(C(=O)NC(C)C)cc1C	-0.6%	-5.2%
CCOC(=O)c1sc(N2C(=O)c3oc4cc(C)c(C)cc4c(=O)c3C2c2cccc(O)c2)nc1C (stereo not drawn)	3.1%	6.3%
CC1Cc2cc(S(=O)(=O)NCc3ccccc3Cl)ccc2N1C(=O)C1CCC1 (stereo not drawn)	-16.6%	-4.2%
COc1ccc(OC)c(NC(=O)Cc2c(C)n(C(=O)c3ccc(Cl)cc3)c3ccc(OC)cc23)c1	-16.6%	-5.8%
Cc1ccccc1CNC(=O)CCC(=O)N1CCSc2ccccc21	1.6%	7.4%
COc1ccccc1CNc1ccccc1C(=O)O	-12.1%	-4.3%
CC1CCn2c(nc3cc(C(=O)NCc4ccc(F)cc4)ccc32)C1 (stereo not drawn)	-10.7%	1.8%[57.5 µM]
Fc1ccccc1Nc1c2c(nc3ccccc13)CCC2	?	-11.9%
Cn1c(=O)[nH]c(=O)c2c1nc(N1CCN(Cc3ccc(F)cc3)CC1)n2C/C=C/c1ccccc1	-21.1%	-4.7%
Cn1c(Sc2ncnc3scc(-c4ccccc4)c23)nnc1-c1ccccc1F	?	1.9%
CCCCN(C)C(=O)C1CCCN(c2ncnc3onc(-c4ccc(F)cc4)c23)C1 (stereo not drawn)	?	-4.7%
CCOC(=O)c1ccc(NC(=O)CSc2cc(-c3ccccc3)nc(C)n2)cc1	11.9%	-7.2%
CCOc1ccc(S(=O)(=O)N2CCN(C(C(=O)O)c3c[nH]c4ccc(Cl)cc34)CC2)cc1 (stereo not drawn)	-5.0%	7.0%
COC(=O)c1scc(-c2ccc(C)cc2)c1S(=O)(=O)N1CCN(c2ccccc2)CC1	7.7%	?
